PGC1a acetyl inh – PGC1a acetylation modulation, inhibitor mode. U2OS PGC1a acetylation, AlphaScreen anti-acetyl-lysine; with virally co-expressed GCN5 acetyltransferase. inhibition, % at 15.6 µM. actives 0.17% (n = 350,000). AID 651687;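 active = every replicate shows inhibition of at least 40%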;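 also: 0% = neutral control wells and 100% = positive control wells; some results beyond the cut were filed as inactive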
ARNT-TACC3 inh – disruptors of human ARNT/TACC3 interaction | AlphaScreen His-ARNT PAS-B/GST-TACC3 binding, luminescence; TACC3 fragment carries E629A point mutation | Q9Y6A5 | actives 0.66% (n = 390,000) | inhibition, % at 9.99 µM;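 active = mean inhibition of replicates at least 50% and at least half of replicates each reaching 50%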;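 also: 0% = complete ARNT plus TACC3 wells and 100% = ARNT alone without TACC3; many hits fall short of the cut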
Cneo AK release – causes C. neoformans cell lysis | actives 0.2% (n = 360,000) | lysis activity, % at 15 µM | adenylate kinase release luminescence, 4 h; normalised: neutral wells 0, clomiphene wells 100 | AID 651654;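 active = mean lysis activity across replicates of at least 80%, whatever share of replicates individually reach that level; inactive = mean lysis activity below 80%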
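Test system: log-phase Cryptococcus neoformans yeast cells; Quantity: yeast cell density of 5 × 10^6 cells/mL; Buffer or medium: YPD; Doses: single compound concentration per well; Timing: 4 h at 37 °C static, read 1 h later; Measured by: AK luminescence; Read-out basis: lysis from increased AK signal; Control set: Clomiphene as positive control.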
C2C12 statin – suppression of simvastatin myotoxicity. AID 602340. rescue of ATP level, % at 7.49 µM. C2C12 myotubes + simvastatin, ATP luminescence, 48 h; scaled: DMSO 0, geranylgeraniol control 100. actives 0.78% (n = 330,000);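 active = mean ATP rescue above about 67%, or every replicate alone reaching that limit, limit read from the data, passing the limit was not always enough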;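 also: myotubes were challenged with 10 µM simvastatin during compound exposure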
PglD DTNB – blocks C. jejuni PglD acetyltransferase activity; purified PglD enzyme, DTNB colorimetric CoA detection; inhibition, % at 12.5 µM; actives 0.098% (n = 360,000); in the data active = inhibition above about 16%, passing the limit was not always enough; also: strong numbers were not always called active
PAX8 inh HTS – inhibitors of PAX8 transcriptional activity in RMG-I cells; RMG-I TPO-luciferase reporter, SteadyGlo, 24 h; inhibition, % at 12.6 µM; actives 1.2% (n = 360,000); AID 652154;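 active = mean replicate inhibition at least 60% with every replicate also reaching 60%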;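 also: luciferase light reporting Pax8 driven TPO promoter activity; plate controls were median of neutral control wells for no effect and mitoxantrone controls for full effect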
INS-1E GSIS act – GLuc luminescence reporter in INS-1E cells, primary screen for activators of glucose-dependent secretion of insulin; INS-1E GLuc reporter insulin secretion, 2-3 h; activation, % at 16.6 µM; actives 0.61% (n = 370,000); AID 743287;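 active = lowest replicate activation of at least 40%, so every replicate reaches that level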;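 also: 0% = median of neutral control wells and 100% = median of IBMX positive control wells; some compounds called inactive have numbers as strong as hits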
LGR2 inh – inhibitors of bursicon-induced Drosophila LGR2 receptor cAMP signaling. HEK293 LGR2, CRE-luciferase, bursicon-stimulated, 4 h. inhibition, % at 9.99 µM. actives 0.35% (n = 380,000). AID 720647;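 active = drop in luminescence signal, shown as inhibition above about 50% in the replicate tests, limit read from the data, passing the limit was not always enough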;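 also: agonist challenge used bursicon conditioned medium at about half maximal strength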
* marks the source's active call; other numbers are inactive results; · = not tested or not shown; & = joins results of further samples. These rows are one share of the data. The share of hits here may be higher or lower than overall.

SMILES	PGC1a acetyl inh	ARNT-TACC3 inh	Cneo AK release	C2C12 statin	PglD DTNB	PAX8 inh HTS	INS-1E GSIS act	LGR2 inh
CC1CN1P(=O)(Oc1ccc2ccccc2c1)N1CC1C (configuration not stated)	10	·	·	5	·	15	3	8
C[C@H]1CC[C@@H]2N(C1)C[C@H]1[C@@H]3C[C@H]4[C@@H](CC(=O)[C@H]5C[C@@H](O)CC[C@@]54C)[C@@H]3CC[C@H]1[C@]2(C)O	1	-8	1	-3	2	-5	-2	-15
COC(=O)C[C@]1(C(=O)OC)CN(C#N)N(c2ccc(Cl)cc2)C12c1ccccc1-c1ccccc12	18	·	5	·	-3	109*	9	78*
Cc1ccc(CN2CCCC(C(=O)c3sccc3C)C2)o1 (configuration not stated)	·	-14	3	-8	6	5	-5	6
CN(C(=O)Oc1ccc([N+](=O)[O-])cc1)c1ccccc1	5	9	3	-13	·	-4	16	-1
c1ccc(CCCN2CCN(CCOC(c3ccccc3)c3ccccc3)CC2)cc1	-11	15	0	-16	-3	22	·	·
N#CC1C(C#N)C2CCC1C1C2N1c1ccccc1 (configuration not stated)	4	-11	-5	-1	1	1	4	-6
O=[N+]([O-])c1ccccc1CNCCc1c[nH]c2ccccc12	-9	4	-2	-7	3	-15	-1	5
COc1cccc(-c2ccc3n(c2=O)C[C@H]2[C@H](CO)[C@@H](C(=O)O)[C@@H]3N2Cc2ccccc2F)c1	·	·	·	-14	·	-7	-1	4
CN(C)c1nc(-c2ccccc2)[n+](C)s1	4	13	-3	-11	20	·	·	·
O=C(CSC1c2ccccc2-c2ccccc21)N/N=C/c1ccccc1	-73	-5	·	7	·	·	-1	20
O=C1CNC[C@@H]2[C@@H](c3ccc(Br)cc3)[C@@H](CO)N12	-2	·	·	·	·	-25	2	6
Cc1ccnc(-n2c(-c3ccco3)nc3ccccc3c2=O)c1	17	-12	-3	-3	-1	·	·	·
N#Cc1cccc(-c2ccc([C@H]3[C@H]4CN(C(=O)Cc5ccccc5)CCCCN4[C@H]3CO)cc2)c1	0	5	0	·	-1	30	-7	-4
O=[N+]([O-])c1ccccc1CN1CC=C(c2ccc(F)cc2)CC1	14	5	2	1	-2	-4	·	·
CCC(=NCCO)c1c(O)n(C2CCCCC2)c(=O)[nH]c1=O	·	-5	5	0	-3	·	·	·
Cc1cc(OCC(=O)N2CCC(C(N)=O)CC2)c2c3c(c(=O)oc2c1)CCCC3	14	-4	0	-9	-3	·	·	·
Oc1ccc2c3c1OC1[C@H](O)CC[C@@]4(O)[C@@H](C2)N(CC2CC2)CC[C@]314 (some centres not stated)	-3&5	-2&-1	3&1	7&5	-4&-3	·	15&-6	8&-6
CC12CCCCC1=NC(c1ccc(Br)cc1)N2O (configuration not stated)	6	4	2	-14	6	·	·	·
NNCc1cccc(O)c1	7	0	-5	8	-4	14	10	-69
CCSc1nnc(C(N)Cc2ccccc2)o1 (configuration not stated)	-2	-2	1	-7	-3	4	·	·
C=CCn1c(O)c(C(C)=Nc2cc(OC)ccc2OC)c(=O)[nH]c1=O	5	-9	1	-16	3	·	·	·
O=C1NCN(c2ccccc2)C12CCN(C(c1cc3ccccc3o1)c1nnnn1-c1ccc3c(c1)OCCO3)CC2 (configuration not stated)	-8	·	-9	0	-2	12	38	7
CCCC(C)C1(CC)C(=O)NC(=Nc2ccc(OC)cc2)NC1=O (configuration not stated)	13	·	2	65	-4	-14	-1	12

Limited to Cneo AK release, C2C12 statin and PGC1a acetyl inh, for five of the compounds above:
SMILES	Cneo AK release	C2C12 statin	PGC1a acetyl inh
O=[N+]([O-])c1ccccc1CN1CC=C(c2ccc(F)cc2)CC1	2	1	14
CCC(=NCCO)c1c(O)n(C2CCCCC2)c(=O)[nH]c1=O	5	0	·
Cc1cc(OCC(=O)N2CCC(C(N)=O)CC2)c2c3c(c(=O)oc2c1)CCCC3	0	-9	14
Oc1ccc2c3c1OC1[C@H](O)CC[C@@]4(O)[C@@H](C2)N(CC2CC2)CC[C@]314 (some centres not stated)	3&1	7&5	-3&5
CC12CCCCC1=NC(c1ccc(Br)cc1)N2O (configuration not stated)	2	-14	6

Further entries:
SMILES	PGC1a acetyl inh	ARNT-TACC3 inh	Cneo AK release	C2C12 statin	PglD DTNB	PAX8 inh HTS	INS-1E GSIS act	LGR2 inh
COc1cc(CN2CC3CC(C2)c2cccc(=O)n2C3)cc(OC)c1OC (configuration not stated)	2	7	0	-8	-1	·	3	-2
O=C(NCC1=C(c2cccc3ccccc23)C[C@@H]2CC[C@H]1N2Cc1ccco1)c1ccncc1	-1	·	0	-7	2	-6	0	-19
C=CCOC(=O)C1=C(C)OC(N)=C(C#N)[C@@]12C(=O)N(CC(N)=O)c1ccccc12	-14	1	-1	24	0	·	·	·
CC(C)CC(=O)Nc1ccc(S(=O)(=O)N2CC3CC(C2)c2cccc(=O)n2C3)cc1 (configuration not stated)	·	-1	0	-11	0	6	-3	-2
CCOC(=O)C(O)(c1ccc(NC(=S)NC(=O)c2ccc(Cl)cc2Cl)cc1)C(F)(F)F (configuration not stated)	·	-2	·	·	·	-6	-39	6
NP(=O)(OCCCc1ccccc1)Oc1ccccc1Cl (configuration not stated)	3	-4	-3	-9	0	-11	·	0
Nc1ccc(C2(c3ccc(N)cc3)CCCCC2)cc1	3	1	·	8	·	9	4	·
O=C(Cc1cc(=O)oc2cc(O)ccc12)NN=Cc1ccc(N(CCCl)CCCl)cc1	7	1	-21	-12	-5	·	·	26
COC(=O)[C@H]1[C@H](CO)[C@H]2Cn3c(ccc(/C=C/c4ccccc4)c3=O)[C@@H]1N2CC1CCCC1	-5	-144	-2	8	-2	22	-24	11
CC(C(=O)c1c[nH]c2ccccc12)N1CCN(C(=O)c2ccco2)CC1 (configuration not stated)	-2	-3	·	·	·	9	-11	16
COC(=O)C1=CO[C@@H](C)[C@@H]2CN3CC[C@@]4(C(=O)Nc5ccccc54)[C@@H]3C[C@H]12	·	-3	7	5	4	-4	-20	-5
O=C(N[C@H]1CP(=O)(Oc2ccccc2)O[C@H](COCc2ccccc2)[C@H]1O)C(Cl)(Cl)Cl (some centres not stated)	·	0	4	4	4	-36	-31	6
CCN(CC)CCN=Cc1c(O)n(Cc2ccco2)c(=O)[nH]c1=O	-4	-14	-1	·	1	10	24	12
Cc1nc2ccccc2c(=O)n1-n1cnnc1	12	-4	-1	20	3	·	·	·
CCN(c1ccc(C(O)(C(=O)OC)C(F)(F)F)cc1)S(=O)(=O)c1ccc(C)cc1 (configuration not stated)	-31	0	·	·	·	·	-37	11
O=C(C(=C1N(Cc2ccc(Cl)nc2)CCN1Cc1ccc(Cl)nc1)[N+](=O)[O-])C(Cl)Cl	-2	-5	-1	3	6	24	-3	3
N#Cc1cccc(-c2ccc([C@H]3[C@@H](CO)N4CCCCN(C(=O)Cc5cccnc5)C[C@H]34)cc2)c1	-1	5	0	-30	6	-10	9	9
OC(CC#CCN1CCCCCC1)(c1ccccc1)C1CCCC1 (configuration not stated)	-13	-10	3	1	1	-22	6	-5
CCN1[C@@H]2Cn3c(ccc(-c4ccc(OC)cc4)c3=O)[C@H]1[C@@H](C(=O)OC)[C@@H]2CO	·	3	-1	16	-1	·	12	16
O=C(COC(=O)Cc1ccccc1)Nc1cc(S(=O)(=O)N2CCCCC2)ccc1Cl	·	0	·	·	·	-6	-8	-2
CN1CCN(c2ccc(C(N)=O)cc2[N+](=O)[O-])CC1	·	-4	·	·	·	-5	-5	12
COc1cccc(C(c2nnnn2Cc2ccccc2)N2CCC(n3c(=O)[nH]c4ccccc43)CC2)c1OC (configuration not stated)	10	·	1	-17	-3	91*	11	19
O=C(Nc1ccc(F)cc1)N1CC2CC(C1)c1cccc(=O)n1C2 (configuration not stated)	4	-3	0	15	-5	14	18	·
C=CCn1c(O)c(C(CC)=NCc2ccco2)c(=O)[nH]c1=O	-2	-4	1	10	-7	7	-2	0

Full records, quoted from the list.
Profile of CC12CCCCC1=NC(c1ccc(Br)cc1)N2O (configuration not stated) : PGC1a acetyl inh: 6; ARNT-TACC3 inh: 4; Cneo AK release: 2; C2C12 statin: -14; PglD DTNB: 6; PAX8 inh HTS: ·; INS-1E GSIS act: ·; LGR2 inh: ·
Profile of N#Cc1cccc(-c2ccc([C@H]3[C@H]4CN(C(=O)Cc5ccccc5)CCCCN4[C@H]3CO)cc2)c1 : PGC1a acetyl inh: 0; ARNT-TACC3 inh: 5; Cneo AK release: 0; C2C12 statin: ·; PglD DTNB: -1; PAX8 inh HTS: 30; INS-1E GSIS act: -7; LGR2 inh: -4

Copied from the list.
Under Cneo AK release, `O=C(C(=C1N(Cc2ccc(Cl)nc2)CCN1Cc1ccc(Cl)nc1)[N+](=O)[O-])C(Cl)Cl` shows -1
Under INS-1E GSIS act, `O=C(COC(=O)Cc1ccccc1)Nc1cc(S(=O)(=O)N2CCCCC2)ccc1Cl` shows -8
Under INS-1E GSIS act, `COc1cccc(C(c2nnnn2Cc2ccccc2)N2CCC(n3c(=O)[nH]c4ccccc43)CC2)c1OC` (configuration not stated) shows 11

Later entries.
SMILES	PGC1a acetyl inh	ARNT-TACC3 inh	Cneo AK release	C2C12 statin	PglD DTNB	PAX8 inh HTS	INS-1E GSIS act	LGR2 inh
CCOC(=O)C1(c2ccccc2)CCN(CCC(=O)Nc2ccc(F)cc2)CC1	·	-3	2	-4	7	3	-40	-13
Oc1ccc(-[n+]2c(-c3ccccc3)cc(-c3ccccc3)cc2-c2ccccc2)cc1	·	·	-2	-238	-5	90*	-59	103*
CCOC1=C(N2CC2)C(=O)C(OCC)=C(N2CC2)C1=O	7	3	-1	1	-2	22	1	13
Nc1cc(N2CCNCC2)c([N+](=O)[O-])cc1Cl	·	0	·	·	·	-4	-4	4
CN1C(=O)CN=C(c2ccccc2Cl)c2cc(Br)ccc21	-18	-8	4	22	3	2	18	4
COC(=O)C1=C(c2cc3ccccc3s2)C[C@@H]2CC[C@H]1N2C(=O)NCc1ccccc1	-5	6	1	-4	-5	1	-5	4
Cc1ccc2c(c1)C1CN(C)CCC1N2C(=O)c1ccco1 (configuration not stated)	-7	2	0	7	0	·	8	8
CCC/C=N/O	0	·	0	3	-4	·	10	-2
COc1ccc(-c2ccc3c(c2)CN(C(=O)CCc2ccccc2)Cc2cnnn2-3)cc1	-25	·	0	9	4	8	-10	5
CCOC(=O)c1c(/N=C/c2c(O)n(-c3ccc(F)cc3)c(=S)[nH]c2=O)sc2c1CCCC2	-8	6	·	30	·	·	75*	-7
O=C(c1cccn2c(=O)c3ccc(Cl)cc3nc12)N1CCC2(CC1)OCCO2	-13	4	-2	-2	-9	·	4	-3
COc1ccc(O)c2c(=O)c3c(OC)cc4c(c3oc12)C1C=COC1O4 (configuration not stated)	-4	-10	-1	-7	-4	·	-1	7
